Assay outcomes: PubChem BioAssay, Sanford-Burnham Center for Chemical Genomics
mIAP act = mouse IAP activation; activation factor at 10 µM; AID 2805; 0.24% of 330,000 active; muIAP, CDP-Star luminescence, 30 min; active compounds read high; 1 = vehicle-only enzyme signal, 0 = enzyme-free wells;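 active = activation factor of at least 2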; note: the source names both 10 and 20 µM as test concentration; values of inactives mirror those of a sister screen read the other way
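also added = chemiluminescent substrate CDP-Star | test system = mouse IAP enzyme | signal = chemiluminescence readout | compound = DMSO-dissolved test compounds | incubation = 30 min at room temperature | benchmarks = DMSO wells, no-enzyme wells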
mIAP inh = mouse IAP inhibition | inhibition, % at 10 µM | AID 2806 | purified mouse IAP, CDP-Star luminescence, 30 min | 0.2% of 330,000 active;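 active = inhibition of at least 40% at 10 µM in the primary screen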;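 note: plate controls were DMSO with enzyme for no effect and no enzyme wells for full effect; values of inactives mirror those of a sister screen read the other way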
hIAP act = human IAP activation. P09923. AID 2524. activation factor at 10 µM. 0.16% of 330,000 active. purified human IAP, CDP-Star luminescence, 30 min; active compounds read high; 1 = vehicle-only enzyme, 0 = enzyme-free background;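 active = activation factor of the enzyme at least 2-fold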; note: the source names both 10 and 20 µM as test concentration; values of inactives mirror those of a sister screen read the other way
APOBEC3G inh = APOBEC3G (human) deaminase inhibition | recombinant A3G, ssDNA deamination FAM/TAMRA fluorescence | 0.28% of 330,000 active | AID 493012 | inhibition, % at 20 µM | Q9HC16;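 active = inhibition of at least 40% at 20 µM, with no more than 30% in the related APOBEC3A deaminase screen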;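 note: plate controls were DMSO wells with A3G for no effect and wells lacking A3G enzyme for full effect; some compounds called inactive have numbers as strong as hits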
Target sequence (Q9HC16 whole entry, looked up): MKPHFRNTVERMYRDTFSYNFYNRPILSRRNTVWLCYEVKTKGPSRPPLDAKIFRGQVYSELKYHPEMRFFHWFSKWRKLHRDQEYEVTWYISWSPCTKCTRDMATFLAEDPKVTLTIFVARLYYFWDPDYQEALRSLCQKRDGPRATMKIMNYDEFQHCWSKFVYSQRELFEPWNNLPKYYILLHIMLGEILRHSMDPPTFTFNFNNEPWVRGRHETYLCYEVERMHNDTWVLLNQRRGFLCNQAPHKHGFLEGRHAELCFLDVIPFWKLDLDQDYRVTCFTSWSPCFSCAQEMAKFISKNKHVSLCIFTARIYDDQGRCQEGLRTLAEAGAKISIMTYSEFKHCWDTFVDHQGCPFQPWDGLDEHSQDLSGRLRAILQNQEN
beta cell repl = inducers of beta-cell replication in MIN6 cells; MIN6 cells proliferation, ATPlite luminescence, 48 h; cells starved in 0.2% serum; 100% = growth in 10% serum; proliferation, % at 10 µM; 0.29% of 330,000 active; AID 2380;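 active = compounds whose signal lies at least 3.5 SD above the mean of all wells on their plate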;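 note: 0% = DMSO-treated cells in low-serum medium and 100% = 10% serum control; some compounds called inactive have numbers as strong as hits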
hIAP inh = human IAP inhibition; inhibition, % at 10 µM; P09923; AID 2544; purified IAP, CDP-Star luminescence, 30 min; 0.12% of 330,000 active;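 active = inhibition reaching a set limit with compound at 10 µM in the primary screen, cut at about 35% in these data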;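 note: plate controls were DMSO wells with enzyme for no effect and no-enzyme buffer wells for full effect; values of inactives mirror those of a sister screen read the other way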
ATG4B inhibitor = inhibitors of human ATG4B cysteine protease. Q9Y4P1. ATG4B cleavage of LC3-PLA2, NBD-HPC fluorescence, 1 h. inhibition, % at 8.33 µM. 0.51% of 340,000 active. AID 504462; in the data active = inhibition above about 40%
Target sequence (Q9Y4P1 whole entry, looked up): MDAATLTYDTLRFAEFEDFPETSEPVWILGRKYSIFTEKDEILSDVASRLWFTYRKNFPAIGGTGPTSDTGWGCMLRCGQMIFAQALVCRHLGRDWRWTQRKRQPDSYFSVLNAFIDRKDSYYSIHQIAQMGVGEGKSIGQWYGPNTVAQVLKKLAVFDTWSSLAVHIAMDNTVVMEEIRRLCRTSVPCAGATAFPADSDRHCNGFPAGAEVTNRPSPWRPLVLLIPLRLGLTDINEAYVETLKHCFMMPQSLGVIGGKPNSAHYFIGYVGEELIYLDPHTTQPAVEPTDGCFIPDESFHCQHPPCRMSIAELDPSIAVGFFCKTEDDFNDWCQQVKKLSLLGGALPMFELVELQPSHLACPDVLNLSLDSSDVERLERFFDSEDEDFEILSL
A3A deaminase = blocks human APOBEC3A ssDNA deamination | P31941 | recombinant A3A, FAM/TAMRA ssDNA deamination fluorescence | inhibition, % at 20 µM | 0.41% of 330,000 active;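 active = at least 40% inhibition at 20 µM here, with at most 30% in a related deaminase screen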;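 note: plate controls were A3A with DMSO for no effect and wells lacking A3A enzyme for full effect; some results filed as inactive read as strong as hits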
Target sequence (P31941 whole entry, looked up): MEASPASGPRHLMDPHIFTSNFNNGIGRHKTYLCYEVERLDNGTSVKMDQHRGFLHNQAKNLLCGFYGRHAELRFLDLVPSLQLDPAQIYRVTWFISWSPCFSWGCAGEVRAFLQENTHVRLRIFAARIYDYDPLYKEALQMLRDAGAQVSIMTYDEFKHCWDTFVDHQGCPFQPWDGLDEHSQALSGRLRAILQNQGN
MPTP block = permeability transition pore inhibition | isolated mouse mitochondria, Ca2+ swelling absorbance, 30 min | inhibition, % at 10 µM | 1.4% of 360,000 active;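 active = inhibition of 50% or more, scaled per plate between neutral and stimulator controls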;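 note: 0% = DMSO wells given calcium and 100% = 1 mM EGTA wells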
The depositor's hits bear a star; . = no result given.

SMILES	mIAP act	mIAP inh	hIAP act	APOBEC3G inh	beta cell repl	hIAP inh	ATG4B inhibitor	A3A deaminase	MPTP block
CCOC(=O)c1[nH]c2ccccc2c1NC(=O)C1CCCCC1	1.05	-4.8	1.24	-3.0	0.6	-24.0	6.8	-1.5	-1.3
O=c1c(OC2OC(CO)C(O)C(O)C2OC2OC(CO)C(O)C(O)C2O)c(-c2ccc(O)cc2)oc2cc(O)cc(O)c12 (stereo not given)	0.567	43.3*	1.11	-2.2	-1.0	-11.2	-15.5	0.6	0.9
CCC(=O)c1ccc(OCC(=O)OCC(=O)N(C)CC(=O)Nc2ccc(F)cc2)cc1	1.08	-7.7	1.1	-8.4	2.0	-10.5	2.1	-2.6	0.4
CCCN(c1ccc(OCC)cc1)S(=O)(=O)c1ccc2c(c1)CCN2C(=O)CCC(=O)O	1.02	-2.4	0.966	-4.4	-3.5	3.4	2.1	-2.7	-1.1
Cc1ccc(CC(=O)Nc2cccc(S(=O)(=O)N3CCOCC3)c2)cc1	1.13	-13.0	1.02	-4.9	-2.6	-1.8	5.0	-3.0	-0.9
O=C(NCCc1ccc(Cl)cc1)c1cnccn1	1.13	-13.2	1.15	-1.2	-1.7	-15.1	-12.6	-2.2	-0.2
NS(=O)(=O)c1ccc(CNS(=O)(=O)c2cc(C(=O)O)ccc2Cl)cc1	0.868	13.2	1.26	0.4	5.1	-26.5	-6.0	17.6	0.3
O=C(NCC1CCCO1)C1CCN(C(=O)c2ccc(Cl)cc2)CC1 (stereo not given)	1	0.0	0.895	-5.0	2.2	10.5	-12.1	-1.6	-0.4
CCCCOC(=O)c1ccc(NC(=S)NC(=O)c2c(Cl)cnn2C)cc1	0.803	19.7	0.999	-3.7	-4.0	0.1	2.3	-3.3	0.0
CC(C)(C)n1cnc(C(N)=O)c1N	0.905	9.5	0.815	-3.6	-1.2	18.5	12.3	-2.1	-1.6
COc1cccc(N2CCN(C(=O)c3ccc(CSc4nc5ccncc5[nH]4)cc3)CC2)c1	0.98	2.0	0.978	0.4	-3.7	2.2	-6.8	4.2	3.0
CN=C(C)c1c(O)c2ccccc2oc1=O	1	-0.2	0.974	2.8	-2.4	2.6	-8.0	1.4	1.4
COc1cc2oc(=O)ccc2cc1[C@H](O)[C@@H](O)C(C)(C)O	1.04	-4.2	1.12	-7.7	0.7	-11.8	-11.9	1.1	-0.8
CC(/C=N\NC(=O)c1ccc(C)nc1)=C\c1ccccc1	1.12	-12.2	0.976	-4.1	-1.6	2.4	-10.3	-1.6	0.7
O=C(NN=C1c2ccccc2-c2ccccc21)c1ccccc1	0.818	18.2	1.14	-1.4	-2.2	-13.5	-2.1	5.2	1.3
c1csc(C2=Nn3c(nnc3-c3ccncc3)SC2)c1	1.01	-0.8	0.957	-4.9	3.2	4.3	-10.1	-2.3	-2.6
O=C(CNC(=S)NC(=O)c1ccc(Cl)cc1)c1ccccc1	0.801	19.9	0.92	-7.5	2.2	8.0	16.7	-4.4	-12.6
CCc1ccc(CN2CCCC(CNC(=O)c3cc(OC)cc(OC)c3)C2)cc1 (stereo not given)	1.07	-6.8	1	-0.5	-0.7	-0.3	1.0	-1.1	2.7
Cc1csc(=Nc2ccccc2)n1C	0.979	2.1	1.04	-9.6	0.4	-4.0	-3.6	-0.5	0.2
Cc1ccc2[nH]c3c(=O)n(CC(=O)NCCCN4CCN(c5ccc(F)cc5)CC4)ncc3c2c1	1	-0.5	1.28	-3.3	-5.3	-27.7	1.1	-2.9	1.3
CCc1cccc2c(C(=O)CN3C(=O)C(=O)N(C4CCCC4)C3=O)c[nH]c12	0.939	6.1	1.14	-4.3	1.8	-14.3	-11.2	-0.4	-0.6
Cc1cccc(C)c1OCC(=O)Nc1ccccc1N1CCCCC1	1.06	-6.2	1.06	4.3	-5.1	-5.7	8.6	2.4	-1.8
C=CCOc1ccc(/C=N/NC(=O)CC(=O)NC2CCCCC2)cc1	0.937	6.3	0.954	-1.8	0.7	4.6	-14.7	-0.2	0.2
CCCc1n(CC(O)COC2CCCCC2)c2ccccc2[n+]1C (stereo not given)	1.06	-6.3	0.982	12.5	-3.5	1.8	-29.2	56.3*	2.2
CC(C)(C)C(=O)N1CCC(O)(CS(=O)(=O)Cc2ccccc2)CC1	1.1	-9.7	1.13	-8.7	0.6	-13.4	-7.1	7.5	-2.9
CCCCSc1nnc(-c2cc3c(C(F)(F)F)nn(C)c3s2)n1C	1.01	-1.4	0.957	-3.1	-0.3	4.3	-8.5	-5.2	-6.0
COc1ccc(OC)c(S(=O)(=O)Nc2cc3c4c(c2)C(C)C(=O)N4CCC3)c1 (stereo not given)	0.992	0.8	1.05	-1.9	2.2	-5.4	-6.6	2.1	-1.3
CCC(C)Sc1nnc(NC(=O)C2CCN(C(=O)c3ccco3)CC2)s1 (stereo not given)	1.07	-6.7	1	-11.9	-4.7	0.0	-4.5	-5.0	0.6
Cc1ccc2nc(Cl)c(C3CC(c4cccs4)=NN3C(=O)CCC(=O)O)cc2c1 (stereo not given)	0.906	9.4	0.951	-4.4	-1.2	4.9	-2.3	-3.4	1.6
CCc1ccc(-c2nc(CS(=O)CC(=O)NC3CC3)c(C)o2)cc1 (stereo not given)	0.839	16.1	1.02	-3.7	-2.9	-2.2	-6.7	-1.4	-0.3
CNC(=O)C1C2C=CC3(O2)C1C(=O)N(CCOC)C3C(=O)NCc1ccc(OC)cc1 (stereo not given)	1.08	-8.2	1.31	-1.0	-0.6	-30.9	0.9	3.2	-3.5
CCC1CCCCN1Cc1ccc(CNC(=O)CCc2nnc3ccc(N4CCCCC4)nn23)o1 (stereo not given)	1.04	-3.7	1.23	-0.1	-4.6	-22.6	7.3	-2.0	0.8
CCC(C)C(=O)Nc1nnc(SCC(=O)Nc2ccc(F)cc2)s1 (stereo not given)	1.05	-4.7	1.1	14.6	-3.3	-10.2	-6.2	2.2	-0.4
O=C(/C(N=Nc1cccc([N+](=O)[O-])c1)=C(/O)c1ccc(Br)cc1)C(F)(F)F	0.902	9.8	1.34	-2.6	-3.3	-34.5	.	4.6	78.5*
Cc1nc(CNS(=O)(=O)c2ccc(F)cc2)cs1	1.08	-7.8	0.997	-1.9	1.9	0.3	0.3	1.3	-0.3
C=CCN(Cc1nc(-c2ccccc2)no1)C(=O)c1ccco1	1.02	-2.3	0.893	-8.0	0.0	10.7	-10.9	-0.5	0.6
Cc1cc(C)n(-c2ccc(C(=O)OCc3nnc(-c4ccccc4)o3)cc2)n1	1.12	-12.1	1.07	-6.5	-0.5	-6.9	-9.9	-2.3	-1.1
COCCCNCCCCOc1ccc(Br)cc1Cl	1.06	-5.9	1.07	-9.3	-2.9	-6.9	2.0	1.2	10.7
NC(N)=NS(=O)(=O)c1ccc(N/C=C/C(=O)c2ccc(Cl)c(Cl)c2)cc1	0.905	9.5	0.888	-4.1	3.6	11.2	-12.1	-4.1	0.6
C=C(C)CSC1=C(C#N)C(c2ccccc2Cl)CC(=O)N1 (stereo not given)	0.948	5.2	0.84	-5.6	-3.5	16.0	4.5	-0.7	4.5
COc1cc(CC(CC(=O)O)CC(C)OCc2ccccc2)cc(OC)c1 (stereo not given)	1.16	-15.7	1.15	-9.0	1.5	-15.4	-2.8	-3.5	-0.4
O=C(C/C=N/OCc1c(Cl)cccc1Cl)c1ccccc1	0.983	1.7	1	-3.9	-5.6	0.0	27.2	-1.2	3.0
COC(=O)c1cc2ccc(OC)c(OC)c2c(=O)s1	1.05	-4.9	1.11	-3.5	-5.5	-11.0	0.5	4.7	2.0
Nc1ncc(Br)cc1S(=O)(=O)Nc1ccccc1F	0.966	3.4	1.1	-2.3	-2.1	-10.4	-4.5	-1.3	-0.5
CC(=O)c1ccc(NC(=S)NCCc2cccc(Cl)c2)cc1	1.1	-10.5	0.986	-11.6	-4.8	1.4	-8.0	-2.6	86.5*

Shown with each value named: four of the compounds above
compound: Cc1nc(CNS(=O)(=O)c2ccc(F)cc2)cs1
  mIAP act = 1.08; mIAP inh = -7.8; hIAP act = 0.997; APOBEC3G inh = -1.9; beta cell repl = 1.9; hIAP inh = 0.3; ATG4B inhibitor = 0.3; A3A deaminase = 1.3; MPTP block = -0.3

compound: C=CCN(Cc1nc(-c2ccccc2)no1)C(=O)c1ccco1
  mIAP act = 1.02; mIAP inh = -2.3; hIAP act = 0.893; APOBEC3G inh = -8.0; beta cell repl = 0.0; hIAP inh = 10.7; ATG4B inhibitor = -10.9; A3A deaminase = -0.5; MPTP block = 0.6

compound: Cc1cc(C)n(-c2ccc(C(=O)OCc3nnc(-c4ccccc4)o3)cc2)n1
  mIAP act = 1.12; mIAP inh = -12.1; hIAP act = 1.07; APOBEC3G inh = -6.5; beta cell repl = -0.5; hIAP inh = -6.9; ATG4B inhibitor = -9.9; A3A deaminase = -2.3; MPTP block = -1.1

compound: COCCCNCCCCOc1ccc(Br)cc1Cl
  mIAP act = 1.06; mIAP inh = -5.9; hIAP act = 1.07; APOBEC3G inh = -9.3; beta cell repl = -2.9; hIAP inh = -6.9; ATG4B inhibitor = 2.0; A3A deaminase = 1.2; MPTP block = 10.7

Next part
SMILES	mIAP act	mIAP inh	hIAP act	APOBEC3G inh	beta cell repl	hIAP inh	ATG4B inhibitor	A3A deaminase	MPTP block
Cc1nnc(-n2cnc3ccccc32)c2ccccc12	0.961	3.9	0.856	-1.8	-2.7	14.4	-9.5	2.0	0.6
COc1cccc(N(C(C)=O)c2nc(C)cc(C)c2C#N)c1	0.989	1.1	0.732	-2.7	-0.7	26.8	2.4	2.0	0.6
COc1ccccc1-c1ccc(SCC(=O)Nc2cc(C)on2)nn1	0.919	8.1	0.971	-7.5	-2.4	2.9	-1.7	-1.1	-2.1
O=C(OCc1csc(-c2ccccc2)n1)c1cccs1	0.984	1.6	1.19	3.0	-1.1	-18.8	-5.2	24.2	-0.6
CCOC(=O)CC(=O)CSc1nc2c(cc1C#N)CCC2	1.06	-6.0	1.06	-4.8	-3.0	-5.6	4.8	-1.7	-1.6
CCC(C)NC(=O)c1ccc2c(Cl)c3c(nc2c1)CCC3 (stereo not given)	1.06	-5.9	1.01	-4.9	-3.6	-1.5	18.8	-2.6	2.9
O=C(O)CCN1C(=O)C2C3C=CC(C2C1=O)C1C(=O)N(CCC(=O)O)C(=O)C31 (stereo not given)	0.978	2.2	1.01	-6.9	-1.3	-0.7	8.2	-2.9	-0.2
COc1ccc(Nc2cc(C)nc(-n3nc(C)cc3C)n2)cc1	0.934	6.6	1.12	-2.9	-2.4	-12.3	-1.4	-1.9	-1.9
CC(NC(=O)c1cc(F)c(F)cc1Cl)c1ccncc1 (stereo not given)	0.918	8.2	1.05	-4.4	-2.0	-5.0	-12.2	3.3	-1.6
COc1ccc(-c2ccc(-c3noc(-c4cccc(OC)c4)n3)c(OC)n2)cc1	1.04	-4.0	1.01	-2.9	-3.9	-1.2	1.3	-2.1	7.0
Cc1ccc(NC(=O)C(Nc2cccc(C)c2)c2ccccc2)cc1 (stereo not given)	1.35	-34.8	1.15	-8.3	-4.8	-15.2	-8.4	0.4	8.8

Marked active in MPTP block (from the list above):
| Molecule | mIAP act | mIAP inh | hIAP act | APOBEC3G inh | hIAP inh | ATG4B inhibitor | A3A deaminase | MPTP block |
| --- | --- | --- | --- | --- | --- | --- | --- | --- |
| O=C(/C(N=Nc1cccc([N+](=O)[O-])c1)=C(/O)c1ccc(Br)cc1)C(F)(F)F | 0.902 | 9.8 | 1.34 | -2.6 | -34.5 | . | 4.6 | 78.5* |
| CC(=O)c1ccc(NC(=S)NCCc2cccc(Cl)c2)cc1 | 1.1 | -10.5 | 0.986 | -11.6 | 1.4 | -8.0 | -2.6 | 86.5* |
